IDH1 R132H inh – IDH1 R132H (human) inhibition | O75874 | IDH1 R132H reductase, diaphorase/resazurin fluorescence, 60 min | inhibition, % at 10 µM | hit rate 0.18% among 70,000; in the data active = inhibition above about 34%;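 note: 0% = DMSO and 100% = no enzyme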
EZH2 inh – inhibitors of human EZH2/PRC2 methyltransferase; hit rate 0.35% among 57,000; Q15910; PRC2 H3K27 methylation, DELFIA TRF, 1 h; AID 651548; inhibition, % at 12.5 µM;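 active = mean inhibition of replicates at least 50% and every single replicate also reaching 50%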;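 note: dimethyl H3K27 on biotinylated H3 21-44 peptide detected by antibody; plate controls were median neutral control wells for no effect and median positive control wells for full effect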
Target sequence (Q15910 whole entry, looked up): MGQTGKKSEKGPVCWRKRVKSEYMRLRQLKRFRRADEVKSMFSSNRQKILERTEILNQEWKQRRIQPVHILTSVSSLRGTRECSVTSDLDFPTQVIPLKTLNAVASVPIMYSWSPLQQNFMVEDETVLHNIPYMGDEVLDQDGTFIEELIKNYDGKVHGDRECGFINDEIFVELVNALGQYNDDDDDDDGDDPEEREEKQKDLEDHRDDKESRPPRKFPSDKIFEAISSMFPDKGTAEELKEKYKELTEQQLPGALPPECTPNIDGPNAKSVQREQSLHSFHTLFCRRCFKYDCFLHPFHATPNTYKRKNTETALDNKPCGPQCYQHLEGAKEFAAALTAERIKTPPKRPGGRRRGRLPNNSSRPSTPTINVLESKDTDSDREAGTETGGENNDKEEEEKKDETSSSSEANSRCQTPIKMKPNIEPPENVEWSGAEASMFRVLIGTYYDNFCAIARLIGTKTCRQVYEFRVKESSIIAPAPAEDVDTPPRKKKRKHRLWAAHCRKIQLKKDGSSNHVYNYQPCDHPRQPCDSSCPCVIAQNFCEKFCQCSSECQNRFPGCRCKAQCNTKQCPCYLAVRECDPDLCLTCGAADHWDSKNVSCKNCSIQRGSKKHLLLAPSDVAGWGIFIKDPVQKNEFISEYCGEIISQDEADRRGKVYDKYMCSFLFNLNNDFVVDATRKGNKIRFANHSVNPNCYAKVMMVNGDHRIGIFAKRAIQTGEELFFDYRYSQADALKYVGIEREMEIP
An asterisk follows results filed as active; nt = not tested or not shown. An excerpt; rates above refer to the full screens.

SMILES	IDH1 R132H inh	EZH2 inh
COc1ccc(NC(=O)Nc2ccc3c(c2)CC(=O)N([C@@H](C)CO)C[C@H](C)[C@@H](CN(C)S(=O)(=O)c2ccc(Cl)cc2)O3)cc1	-0.1	nt
C[C@@H]1CN([C@H](C)CO)C(=O)c2cc(-c3ccccc3F)cnc2O[C@@H]1CN(C)Cc1cccc(C(=O)O)c1	-4.0	-19.1
C[C@H]1CN([C@@H](C)CO)C(=O)CCCn2nncc2CO[C@H]1CN(C)S(=O)(=O)c1cccc(F)c1	nt	10.9
O=C(N[C@H]1CC[C@H](CCNS(=O)(=O)c2ccc(F)cc2)O[C@@H]1CO)C1CCCC1	-0.2	3.5
COc1ccc(NC(=O)CNC(=O)c2ccc(F)cc2)cc1	0.5	-1.1
C[C@H]1CN([C@@H](C)CO)C(=O)c2cc(N(C)C)ccc2O[C@@H]1CN(C)C(=O)Nc1ccc(F)cc1	0.8	9.5
COc1ccccc1NC(=O)N(C)C[C@H]1Oc2ncc(C#CC(C)C)cc2C(=O)N([C@H](C)CO)C[C@H]1C	-2.8	-2.6
Cc1noc(C)c1NC(=O)Nc1ccc2c(c1)C(=O)N([C@H](C)CO)C[C@H](C)[C@@H](CN(C)C(=O)NC(C)C)OCCCC[C@H](C)O2	-3.7	nt
C[C@@H]1CN([C@@H](C)CO)C(=O)c2cccc(N(C)C)c2O[C@@H]1CN(C)S(=O)(=O)c1ccc(F)cc1	-0.2	nt
C[C@H]1CN([C@@H](C)CO)C(=O)c2cc(NC(=O)C3CC3)ccc2O[C@H]1CN(C)C(=O)NC1CCCCC1	2.8	nt
CCCNC(=O)Nc1ccc2c(c1)OC[C@@H](C)N(C(=O)C1CCCC1)C[C@@H](C)[C@H](OC)CN(C)C2=O	0.0	11.8
C[C@H]1CCCCO[C@H](CN(C)S(=O)(=O)c2cn(C)cn2)[C@@H](C)CN([C@@H](C)CO)C(=O)c2cc(N(C)C)ccc2O1	-4.2	-7.7
COCC(=O)N(C)C[C@H]1Oc2cc(-c3ccc(C)cc3)ccc2S(=O)(=O)N([C@H](C)CO)C[C@@H]1C	-16.5	-17.4
CC(C)CC#Cc1cnc2c(c1)C(=O)N([C@H](C)CO)C[C@H](C)[C@@H](CN(C)C(=O)c1ccc(F)cc1)O2	-0.7	nt
C[C@H]1CN([C@@H](C)CO)S(=O)(=O)c2ccc(C3=CCCCC3)cc2O[C@@H]1CN(C)S(=O)(=O)c1ccc(F)cc1	2.2	8.5
Cc1noc(C)c1S(=O)(=O)Nc1ccc2c(c1)C(=O)N([C@H](C)CO)C[C@@H](C)[C@@H](CN(C)S(=O)(=O)c1ccccc1)O2	-1.9	nt
CO[C@@H]1CN(C)C(=O)c2ccc(NC(=O)Nc3cc(F)ccc3F)cc2OC[C@H](C)N(C)C[C@@H]1C	0.1	-4.0
CCOc1cc(/C=N/NC(=O)c2ccc(C(=O)NO)cc2)ccc1O	nt	6.8
C[C@@H]1CN([C@@H](C)CO)C(=O)c2cc(NC(=O)Cc3cn(C)c4ccccc34)ccc2O[C@@H]1CN(C)C	-17.0	nt
CC(NS(=O)(=O)c1ccccc1)C(=O)Nc1ccc(I)cc1 (centres undefined)	-0.5	-5.8
Cc1ccc(S(=O)(=O)N(C)C[C@@H]2Oc3ccc(NC(=O)CCCCCC(=O)Nc4ccccc4N)cc3C(=O)N([C@H](C)CO)C[C@H]2C)cc1	0.5	-19.3
C[C@H](CO)N1C[C@H](C)[C@H](CN(C)C(=O)CC2CC2)Oc2ncc(C#C[C@@H](C)O)cc2C1=O	-0.3	-3.6
COc1ccc(S(=O)(=O)Nc2ccc3c(c2)C(=O)N([C@H](C)CO)C[C@@H](C)[C@H](CN(C)Cc2ccc(C(F)(F)F)cc2)OCCCC[C@H](C)O3)cc1	0.7	nt
COc1cccc(NC(=O)c2c(NC(=O)c3cccnc3)sc3c2CCC3)c1	-0.3	48.0
CO[C@H](CN(C)S(=O)(=O)c1ccccc1)[C@H](C)CN(C(=O)Nc1ccccc1F)[C@H](C)CO	-0.2	1.2
COCc1cn(CC[C@@H]2CC[C@@H](NC(=O)Nc3ccc4c(c3)OCO4)[C@@H](CO)O2)nn1	0.1	0.1
Cc1ccc(S(=O)(=O)N(C)C[C@@H]2Oc3c(NC(=O)C4CCOCC4)cccc3C(=O)N([C@@H](C)CO)C[C@@H]2C)cc1	-1.4	6.5
O=C(CSC1CC(=O)N(c2ccccc2F)C1=O)Nc1ccc(Cl)cc1 (centres undefined)	-0.2	-4.5
COCCOC(=O)N1C(=O)[C@@]2(c3cc(C#CCNC(N)=O)ccc31)[C@H](C(N)=O)[C@H]1C(=O)O[C@H](c3ccccc3)[C@H](c3ccccc3)N1[C@@H]2c1ccccc1OCCO	nt	-20.1
CC1CCCCN1Cc1nc(N)nc(Nc2ccc3c(c2)OCCO3)n1 (centres undefined)	-0.1	-0.5
CNC[C@H]1Oc2ccc(NC(=O)Nc3c(C)noc3C)cc2C(=O)N([C@@H](C)CO)C[C@H]1C	5.1	-16.6
CC(Oc1ccc(Cl)cc1Cl)C(=O)Nc1cccc(NC(=O)c2ccc(Cl)cc2Cl)c1 (centres undefined)	0.3	-5.8
COCC#Cc1cnc2c(c1)C(=O)N([C@@H](C)CO)C[C@@H](C)[C@@H](CN(C)C(=O)Cc1ccccc1)O2	-1.9	nt
C[C@@H]1CN([C@H](C)CO)S(=O)(=O)c2ccc(C3=CCCC3)cc2O[C@@H]1CN(C)CC1CCOCC1	-0.2	-33.7
C[C@H](CO)N1C[C@H](C)[C@H](CN(C)C(=O)Nc2cccc3ccccc23)Oc2c(NS(=O)(=O)c3ccccc3)cccc2C1=O	-1.4	-5.5
CC(=O)O[C@H]1C(=O)[C@@]2(C)[C@H]([C@H](OC(=O)c3ccccc3)[C@]3(O)C[C@H](OC(=O)[C@H](O)[C@@H](NC(=O)c4ccccc4)c4ccccc4)C(C)=C1C3(C)C)[C@]1(OC(C)=O)CO[C@@H]1C[C@@H]2O	-1.0	0.0
C[C@H](CO)N1C[C@H](C)[C@H](CN(C)CC2CCCCC2)Oc2ccc(NC(=O)Cc3ccccc3)cc2CC1=O	-0.6	-18.7
O=C(N[C@H]1CC[C@H](CCNS(=O)(=O)c2cccc(Cl)c2)O[C@H]1CO)c1ccccc1	-0.1	-0.2
Cc1ccc(F)c(NC(=O)CSc2nnnn2-c2ccccc2)c1	1.1	-0.3
C[C@@H]1CN([C@@H](C)CO)C(=O)Cc2cc(NS(=O)(=O)c3ccc(F)cc3)ccc2O[C@H]1CN(C)S(=O)(=O)c1ccc(Cl)cc1	-0.3	nt

Compound profiles, from the list above. Order of values: IDH1 R132H inh, EZH2 inh
CC(=O)O[C@H]1C(=O)[C@@]2(C)[C@H]([C@H](OC(=O)c3ccccc3)[C@]3(O)C[C@H](OC(=O)[C@H](O)[C@@H](NC(=O)c4ccccc4)c4ccccc4)C(C)=C1C3(C)C)[C@]1(OC(C)=O)CO[C@@H]1C[C@@H]2O is listed with -1.0, 0.0
C[C@@H]1CN([C@@H](C)CO)C(=O)Cc2cc(NS(=O)(=O)c3ccc(F)cc3)ccc2O[C@H]1CN(C)S(=O)(=O)c1ccc(Cl)cc1 is listed with -0.3, nt
CNC[C@H]1Oc2ccc(NC(=O)Nc3c(C)noc3C)cc2C(=O)N([C@@H](C)CO)C[C@H]1C is listed with 5.1, -16.6
CC(Oc1ccc(Cl)cc1Cl)C(=O)Nc1cccc(NC(=O)c2ccc(Cl)cc2Cl)c1 (centres undefined) is listed with 0.3, -5.8

Next results:
SMILES	IDH1 R132H inh	EZH2 inh
C[C@H]1CN([C@@H](C)CO)C(=O)c2cc(C#Cc3ccccn3)cnc2O[C@@H]1CN(C)C(=O)c1ccccn1	nt	9.1
C[C@H]1CN([C@@H](C)CO)C(=O)c2cc(C3=CCCCC3)cnc2O[C@@H]1CN(C)Cc1ccccc1F	1.2	1.9
C[C@H]1CN([C@@H](C)CO)C(=O)Cc2cc(NC(=O)Nc3ccc4c(c3)OCO4)ccc2O[C@H]1CN(C)Cc1ccncc1	0.1	2.9
COc1ccc(S(=O)(=O)N(C)C[C@H]2Oc3ccc(NS(=O)(=O)c4cn(C)cn4)cc3C(=O)N([C@H](C)CO)C[C@@H]2C)cc1	1.2	nt
O=C(CCc1ccc(O)cc1)c1c(O)cc(O[C@@H]2O[C@H](CO)[C@@H](O)[C@H](O)[C@H]2O)cc1O	0.8	nt
CO[C@@H]1CN(C)C(=O)c2ccc(NS(=O)(=O)c3ccc(C)cc3)cc2OC[C@H](C)N(C)C[C@H]1C	0.6	5.0
O=C(CCN1CCCCC1)NCC[C@H]1CC[C@@H](NC(=O)c2ccc(F)cc2)[C@@H](CO)O1	0.2	4.7
C[C@@H]1CN([C@H](C)CO)C(=O)c2cc(C#CC3(O)CCCC3)cnc2O[C@H]1CN(C)S(=O)(=O)c1ccccc1	0.0	nt
C[C@@H]1CN([C@H](C)CO)C(=O)Cc2cc(NS(=O)(=O)c3ccc(Cl)cc3)ccc2O[C@@H]1CN(C)C(=O)NC1CCCCC1	0.4	nt
CCOC(=O)c1cccc(NC(=O)COc2ccc(Br)cc2)c1	0.1	17.7
CC(C)NC(=O)Nc1ccc2c(c1)C(=O)N([C@@H](C)CO)C[C@@H](C)[C@H](CN(C)Cc1ccncc1)O2	7.6	nt
O=C(CC1CC1)Nc1ccc2c(c1)[C@H]1C[C@@H](CC(=O)N3CCc4ccccc4C3)O[C@@H](CO)[C@H]1O2	0.1	-2.9
Cc1ccc(S(=O)(=O)Nc2ccc3c(c2)C(=O)N([C@@H](C)CO)C[C@H](C)[C@H](CN(C)Cc2ccc4c(c2)OCO4)O3)cc1	nt	3.9
C[C@H](CO)N1C[C@H](C)[C@@H](CN(C)C(=O)CN(C)C)Oc2cc(-c3ccccc3)ccc2S1(=O)=O	2.5	nt
C[C@H]1CN([C@@H](C)CO)C(=O)c2cc(NC(=O)CCN3CCOCC3)ccc2O[C@@H]1CN(C)Cc1ccc(-c2ccccc2)cc1	-1.4	-43.5
Cc1cc(C)nc(Nc2n[nH]c(CSc3nc4ccccc4s3)n2)n1	-0.1	1.2
C[C@H]1CN([C@@H](C)CO)C(=O)Cc2cc(NS(=O)(=O)c3cccs3)ccc2O[C@@H]1CN(C)C(=O)Nc1ccc(F)cc1	0.1	nt
COc1ccc(-c2cnc3c(c2)C(=O)N([C@H](C)CO)C[C@H](C)[C@H](CN(C)C(=O)Nc2ccc(F)cc2)O3)cc1	-0.7	-5.2
C[C@@H]1CN([C@H](C)CO)C(=O)c2cccc(NC(=O)c3cnccn3)c2O[C@@H]1CN(C)Cc1ccc(Cl)c(Cl)c1	0.3	-2.4
COc1ccc(CN(C)C[C@H]2OCc3cn(nn3)CCCC(=O)N([C@H](C)CO)C[C@H]2C)cc1	-1.3	-2.5
COc1cc(C(=O)O)cc(OC)c1O	-3.5	-15.8
CCCNC(=O)[C@@]1(c2ccc([N+](=O)[O-])cc2)CC(=O)N(CC23CC4CC(CC(C4)C2)C3)[C@@H]1c1ccc(CO)cc1I	0.7	-4.5
C[C@@H]1CCCCO[C@H](CN(C)C)[C@H](C)CN([C@H](C)CO)C(=O)c2cc(NS(=O)(=O)c3ccccc3)ccc2O1	nt	8.2
Cc1cc(C(=O)Nc2cccc3c2O[C@@H](CN(C)Cc2ccc(C(=O)Nc4ccccc4N)cc2)[C@@H](C)CN([C@H](C)CO)C3=O)n(C)n1	nt	2.1
COc1ccc(C(=O)N2CCNC(=O)C2CC(=O)Nc2ccc(C)cc2)cc1 (centres undefined)	0.7	nt
C[C@H](CO)N1C[C@H](C)[C@H](CN(C)C)Oc2ccc(NS(=O)(=O)c3cccs3)cc2CC1=O	nt	14.4
O=C(Cc1ccncc1)Nc1ccc2c(c1)[C@@H]1C[C@@H](CC(=O)NC3CCCC3)O[C@H](CO)[C@@H]1O2	-0.2	6.7
COc1ccc(S(=O)(=O)N(C)C[C@@H]2Oc3ccc(NC(=O)CCN4CCOCC4)cc3C(=O)N([C@H](C)CO)C[C@@H]2C)cc1	1.9	nt
C[C@@H]1CCCCO[C@H](CN(C)Cc2ccc3c(c2)OCO3)[C@@H](C)CN([C@H](C)CO)C(=O)c2cc(NS(=O)(=O)c3cn(C)cn3)ccc2O1	0.5	nt
CC(=O)Nc1cc(NC(=O)CCCC(=O)O)ccc1Cl	0.2	7.7

A second format for three compounds above:
smiles,IDH1 R132H inh,EZH2 inh
CC(=O)Nc1cc(NC(=O)CCCC(=O)O)ccc1Cl,0.2,7.7
C[C@@H]1CCCCO[C@H](CN(C)Cc2ccc3c(c2)OCO3)[C@@H](C)CN([C@H](C)CO)C(=O)c2cc(NS(=O)(=O)c3cn(C)cn3)ccc2O1,0.5,nt
COc1ccc(S(=O)(=O)N(C)C[C@@H]2Oc3ccc(NC(=O)CCN4CCOCC4)cc3C(=O)N([C@H](C)CO)C[C@@H]2C)cc1,1.9,nt

More compounds
SMILES	IDH1 R132H inh	EZH2 inh
CCCN1C[C@@H](C)[C@@H](OC)CN(C)C(=O)c2cc(NS(C)(=O)=O)ccc2OC[C@H]1C	nt	3.5
CO[C@H](CN(C)C(=O)c1ccccc1F)[C@H](C)CN([C@H](C)CO)S(=O)(=O)c1ccc(C)cc1	-0.2	2.3
CC(Oc1ccc(-c2ccccc2)cc1)C(=O)Nc1ccccc1[N+](=O)[O-] (centres undefined)	5.9	nt
C[C@@H]1CN([C@H](C)CO)C(=O)CCCn2cc(nn2)CO[C@@H]1CN(C)S(=O)(=O)c1cccc(F)c1	4.2	7.6
CO[C@@H]1CN(C)C(=O)c2ccc(NS(C)(=O)=O)cc2OC[C@H](C)N(Cc2ccccn2)C[C@@H]1C	nt	-0.1
CO[C@H]1CN(C)C(=O)c2ccc(NC(=O)NC(C)C)cc2OC[C@@H](C)N(C(=O)CN(C)C)C[C@@H]1C	-0.4	2.1
Cc1ccc2ccc(C(Nc3ccccn3)c3c(F)cccc3Cl)c(O)c2n1 (centres undefined)	0.3	-14.4
CCn1c(SCC(=O)Nc2cccc(Br)c2)nnc1-c1ccc(OC)cc1	-0.3	0.7
COc1ccccc1C#Cc1cnc2c(c1)C(=O)N([C@@H](C)CO)C[C@@H](C)[C@H](CN(C)C(C)=O)O2	-36.2	2.1
C[C@@H]1CN([C@@H](C)CO)C(=O)c2ccccc2-c2ccccc2CO[C@H]1CN(C)C(=O)[C@@H]1CCCN1C	-0.3	-0.8
